Screening results: PubChem, Broad Institute
PGC1a acetyl inh: PGC1a acetylation modulation, inhibitor mode. U2OS PGC1a acetylation, AlphaScreen anti-acetyl-lysine; with virally co-expressed GCN5 acetyltransferase. inhibition, % at 15.6 µM. actives 0.17% (n = 350,000);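 active = every replicate shows inhibition of at least 40%; inconclusive = mean inhibition at least 40% but some replicate below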;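 also: 0% = neutral control wells and 100% = positive control wells; some results beyond the cut were filed as inactive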
EWS-Fli inh: EWS/Fli transcriptional activity inhibition | A673 NR0B1-luciferase reporter, viability-normalised | inhibition, % at 12.6 µM | actives 0.67% (n = 350,000);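 active = mean inhibition of at least 50% after viability correction, with every replicate also passing that limit; inconclusive = mean reaches 50% but only one of two replicates passes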;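 also: firefly luciferase signal divided by Alamar Blue viability fluorescence both relative to DMSO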
FN deposit inh: fibronectin deposition inhibition; inhibition, % at 12.6 µM; AH1F fibroblasts, Alexa488-fibronectin deposition fluorescence, overnight; AID 743247; actives 0.086% (n = 350,000);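 active = mean inhibition across replicates of 30% or more, regardless of how many single replicates reach that level; inconclusive = mean under 30% yet at least half of replicates reach 30%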;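 also: positive control wells lacked labelled fibronectin entirely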
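Material – AH1F fibroblast monolayer, labelled fibronectin deposition · Reagent – labelled fibronectin 24 nM · Timing – 1 h adhesion, overnight exposure · Measured by – fluorescence at 485 nm excitation, 525 nm emission · Read-out – inhibition of fibronectin deposition signal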
S100A4 inh HTS: inhibitors of human S100A4 binding to myosin IIA peptide. P26447. S100A4/TAMRA-MyoIIA peptide fluorescence polarization. inhibition, % at 10.7 µM. actives 0.14% (n = 360,000). AID 652163;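 active = mean inhibition of at least 70% across replicates, with every replicate also reaching that level; inconclusive = mean inhibition reaches 70% but some replicates fall short; inactive = mean inhibition below 70%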
Target sequence (P26447 whole entry, looked up): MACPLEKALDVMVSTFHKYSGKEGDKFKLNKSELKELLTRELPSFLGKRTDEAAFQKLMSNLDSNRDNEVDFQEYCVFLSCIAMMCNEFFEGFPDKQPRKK
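Material: S100A4 monomer protein / Buffer or medium: 50 mM HEPES pH 7.2, 10 mM CaCl2, 100 mM KCl / Times: 5 min incubation before reading / Benchmarks: neutral control DMSO, positive control TFP / Reagent: labelled myosin peptide probe, 5 nM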
PAX8 inh HTS: lowers PAX8-driven luciferase in RMG-I cells; AID 652154; actives 1.2% (n = 360,000); inhibition, % at 12.6 µM; RMG-I TPO-luciferase reporter, SteadyGlo, 24 h;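 active = mean replicate inhibition at least 60% with every replicate also reaching 60%; inconclusive = only one of the two criteria is met; inactive = mean below 60% and not all replicates reaching 60%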;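 also: luciferase light reporting Pax8 driven TPO promoter activity; plate controls were median of neutral control wells for no effect and mitoxantrone controls for full effect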
LGR2 antag: blocks bursicon-induced cAMP signaling via Drosophila LGR2 | HEK293 LGR2, CRE-luciferase, bursicon-stimulated, 4 h | inhibition, % at 9.99 µM | actives 0.35% (n = 380,000);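 active = drop in luminescence signal, shown as inhibition above about 50% in the replicate tests, limit read from the data, passing the limit was not always enough; inconclusive = probably only some replicates passing the limit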;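 also: agonist challenge used bursicon conditioned medium at about half maximal strength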
PglD inh: inhibitors of Campylobacter jejuni PglD acetyltransferase. inhibition, % at 12.5 µM. purified PglD enzyme, DTNB colorimetric CoA detection. actives 0.098% (n = 360,000). AID 602405; in the data active = inhibition above about 16%, passing the limit was not always enough; inconclusive = no clear call, values can overlap the other calls; also: strong numbers were not always called active
ERAP1 HTS inh: ERAP1 (human) enzyme inhibition. inhibition, % at 10.7 µM. AID 652197. recombinant ERAP1, Leu-AMC fluorescence, 60 min. Q9NZ08. actives 0.15% (n = 340,000);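 active = mean replicate inhibition of at least 30%, or all replicates individually reaching that 30% level; inactive = mean below 30% and not every replicate reaching it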;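 also: 0% = neutral control wells and 100% = L-leucinethiol positive control wells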
Target sequence (Q9NZ08 whole entry, looked up): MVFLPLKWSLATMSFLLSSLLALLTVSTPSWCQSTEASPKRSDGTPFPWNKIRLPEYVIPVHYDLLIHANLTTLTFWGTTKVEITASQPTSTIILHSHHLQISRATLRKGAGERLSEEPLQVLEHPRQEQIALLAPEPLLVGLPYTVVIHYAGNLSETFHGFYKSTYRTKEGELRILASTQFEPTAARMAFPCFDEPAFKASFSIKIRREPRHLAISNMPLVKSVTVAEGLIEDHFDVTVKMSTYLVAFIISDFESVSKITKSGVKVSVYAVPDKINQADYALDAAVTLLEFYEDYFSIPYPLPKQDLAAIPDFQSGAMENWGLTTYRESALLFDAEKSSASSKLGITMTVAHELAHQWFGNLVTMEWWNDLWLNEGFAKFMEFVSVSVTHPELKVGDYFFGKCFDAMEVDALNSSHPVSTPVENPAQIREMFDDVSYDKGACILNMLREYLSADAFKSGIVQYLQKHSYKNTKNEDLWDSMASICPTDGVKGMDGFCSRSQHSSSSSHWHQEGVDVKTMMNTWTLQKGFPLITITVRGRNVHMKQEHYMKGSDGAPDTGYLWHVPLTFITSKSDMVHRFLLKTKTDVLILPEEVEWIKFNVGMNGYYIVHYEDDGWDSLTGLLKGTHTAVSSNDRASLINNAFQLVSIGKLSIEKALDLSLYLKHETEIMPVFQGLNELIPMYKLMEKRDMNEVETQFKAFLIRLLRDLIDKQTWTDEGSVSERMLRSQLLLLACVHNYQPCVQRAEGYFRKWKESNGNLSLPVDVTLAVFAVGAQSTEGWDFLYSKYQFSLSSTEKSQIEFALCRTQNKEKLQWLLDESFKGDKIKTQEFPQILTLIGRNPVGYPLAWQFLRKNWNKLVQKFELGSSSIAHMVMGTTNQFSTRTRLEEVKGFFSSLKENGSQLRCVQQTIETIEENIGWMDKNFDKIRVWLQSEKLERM
* marks the source's active call; other numbers are inactive results; ? = inconclusive; nt = no result given; & = joins results of further samples.

SMILES | PGC1a acetyl inh | EWS-Fli inh | FN deposit inh | S100A4 inh HTS | PAX8 inh HTS | LGR2 antag | PglD inh | ERAP1 HTS inh
COc1ccccc1N1CCN(C(=S)NC(=O)/C=C/c2ccccc2)CC1 | -1 | -30 | -53 | -7 | -13 | -13 | nt | -2
CC1(C(=O)Nc2ccc3c(c2)OCO3)Cc2c(-c3cccc(C(F)(F)F)c3)ccnc2O1 (centres undefined) | 3 | 16 | 0 | 1 | 10 | 3 | -1 | -4
COC(=O)c1ccc(S(=O)(=O)N2CCCN(Cc3cccc(Br)c3F)CC2)n1C | 6 | 16 | 0 | -1 | 16 | 7 | 2 | nt
Cc1cccc(NC(=S)N(C)Cc2cn(C)c3ccccc23)c1 | nt | 6 | 3 | 1 | -8 | -1 | -5 | 5
O=C(c1ccc(SCc2ccco2)c([N+](=O)[O-])c1)N1CCOCC1 | nt | -14 | nt | 0 | 0 | -13 | nt | -1
COc1ccc(/C=C2\SC(=O)N(CCC(=O)N3CCN(C)CC3)C2=O)cc1 | nt | -16 | -4 | 2 | 2 | -1 | -2 | 4
CCOC(=O)C1=C(C)Nc2ncnn2C1c1c[nH]c2ccccc12 (centres undefined) | -2 | nt | nt | 5 | nt | 0 | 4 | -3
Cc1ccccc1N1CCN(C(=O)c2cccnc2)CC1 | 3 | 3 | 7 | 2 | 5 | 11 | 9 | 8
O=C(c1cnccn1)N1CC(=O)N2[C@H](CO)[C@@H](c3ccc(C#CCc4ccccc4)cc3)[C@@H]2C1 | 4 | -10 | nt | ? | 8 | -7 | nt | -3
CC(C)NC(=O)Nc1ccc2c(c1)C(=O)N([C@H](C)CO)C[C@H](C)[C@H](CN(C)C(=O)CCC(F)(F)F)OCCCC[C@H](C)O2 | 1 | nt | -6 | 8 | 10 | 3 | -5 | 0
CCOC(=O)C1=C(C)C2C3C(=O)N(c4ccccc4C)C(=O)C3C1(C)C1C(=O)N(c3ccccc3C)C(=O)C21 (centres undefined) | -8 | -2 | 2 | 3 | -22 | nt | 5 | -2
Cc1cc(C)c(NC(=O)C(C)c2cccc(C(=O)c3ccccc3)c2)c(C)c1 (centres undefined) | -41 | -18 | nt | 2 | nt | 16 | nt | -3
Cc1ccc(Nc2ccccc2)cc1 | -3 | nt | -7 | nt | -18 | nt | 1 | nt
COc1cc2nc(C3CCC3)n(NC(=O)COc3ccccc3)c(=O)c2cc1OC | 23 | nt | 2 | nt | nt | 2 | -2 | nt
CC(=O)Nc1ccc(C(=O)CSc2nnc(-c3ccccc3F)n2CCc2ccccc2)cc1 | -6 | 0 | 1 | -1 | 10 | -10 | nt | nt
CC(=O)N1CCN(Cc2nc(C(c3ccccc3)c3ccccc3)no2)CC1 | -11 | 11 | 0 | -3 | -2 | 10 | nt | -3
O=C(O)c1cccc(NC(=O)c2cccc(S(=O)(=O)N3CCc4ccccc4C3)c2)c1 | 7 | 5 | -10 | 6 | -3 | -9 | -7 | -12
COC(=O)[C@H](Cc1c[nH]c2ccccc12)NC(=O)Cc1c[nH]c2ccccc12 | nt | 14 | 4 | -1 | 23 | -2 | -3 | -1
Cc1noc(C)c1S(=O)(=O)N(C)C[C@H]1OCc2ccccc2-c2ccccc2C(=O)N([C@@H](C)CO)C[C@H]1C | 1 | 4 | -4 | 11 | -8 | 2 | -1 | 1
O=C(C[C@H]1CC[C@H]2[C@@H](COC[C@H](O)CN2C(=O)Nc2cc(Cl)cc(Cl)c2)O1)NCC1CCCCC1 | -1 | -1 | -15 | 2 | 5 | -3 | -2 | 0
CCOc1ccc(OCCC(=O)OCC(=O)N2CCN(S(=O)(=O)c3ccc(Cl)cc3)CC2)cc1 | 7 | 16 | 6 | -12 | 28 | 24 | -2 | 2
CSCCC(NC(=O)c1ccccc1Cl)C(=O)NCC1COc2ccccc2O1 (centres undefined) | nt | -3 | -3 | 39 | 8 | 16 | -1 | 0
CC(=O)c1cc(NC(=O)c2ccc(C)cc2)c(=O)oc1C | 12 | -30 | -11 | 6 | -15 | -44 | nt | 1
Cc1noc(C)c1NC(=O)Nc1ccc2c(c1)CC(=O)N([C@@H](C)CO)C[C@H](C)[C@@H](CN(C)Cc1ccc(C(=O)O)cc1)O2 | 6 | -11 | 2 | 10 | nt | 0 | 4 | 1
N#Cc1ccccc1NC(=O)COC(=O)c1cccs1 | 5 | -2 | nt | -1 | 4 | 9 | 9 | -1
O=C(c1cccnc1)N1C[C@H]2[C@@H](c3ccccc31)[C@H](CO)N2C(=O)C1CCCCC1 | 3 | 2 | 9 | 6 | -2 | 0 | -3 | -4
C[C@@H]1CN([C@@H](C)CO)C(=O)c2cccc(NC(=O)C3CC3)c2O[C@H]1CN(C)S(C)(=O)=O | 8 | 0 | nt | -3 | -3 | 13 | 2 | 1
CCS(=O)(=O)Nc1ccc2c(c1)C(=O)N(C)[C@@H]1CC[C@H](CC(=O)NC)O[C@@H]1CO2 | -3 | 5 | -9 | 15 | -2 | -13 | 1 | 0
Cc1c(C(=O)OCC(=O)N2CCCCC2C)oc2ccccc12 (centres undefined) | 11 | -32 | -2 | -4 | -87 | -67 | 3 | 0
Cc1cc(C(=O)NNC(=O)c2ccc(NC(=O)CC#N)cc2)c(C)o1 | 5 | -1 | -4 | -6 | -5 | -6 | 1 | 1
CN(C)C(=O)C[C@@H]1C[C@H]2c3cc(NC(=O)Nc4ccc(C(F)(F)F)cc4)ccc3O[C@H]2[C@H](CO)O1 | -35 | -29 | -11 | 2 | nt | 2 | 5 | 0
COc1ccc(/C=C2\SC(=S)N(C(C(=O)O)c3ccccc3)C2=O)c(OC)c1 (centres undefined) | 0 | -20 | -5 | 1 | 8 | 0 | -3 | -18
Cc1ccc(CNC(=O)C2CCC(=O)N(Cc3cccc(C(F)(F)F)c3)C2)o1 (centres undefined) | -3 | -5 | -1 | 11 | -11 | -24 | 3 | 2
O=C1c2ccccc2C(=O)N1Cc1nc(-c2ccncc2)no1 | -2 | 7 | nt | 0 | nt | -8 | 0 | 2
O=C(CCCn1c(=O)[nH]c2ccccc2c1=O)N1CCN(c2ccccn2)CC1 | -4 | 1 | 4 | -2 | 1 | -18 | 4 | 0
CN1[C@@H]2CC(OC(=O)[C@H](CO)c3ccccc3)C[C@H]1[C@@H]1O[C@@H]12 (some centres undefined) | ? | -2&0&-11&-9 | -18&1&-2&8 | -2&8&1&-2 | -2&4&-11&-12 | 4&5&-6 | 4&10&7&3 | -4&-2&-4&3
O=C(c1cccnc1)N1CC2(C1)[C@H](c1ccccc1)[C@H](CO)N2Cc1ccncc1 | 8 | -4 | nt | -20 | nt | -2 | nt | -1
CC1=C(C#N)C(Nc2cc(C)ccn2)(C(F)(F)F)C(=O)N1 (centres undefined) | -5 | nt | 14 | nt | 9 | nt | -4 | nt
CC1CCCN(C(=O)CN2C(=O)NC(C)(c3ccc4ccccc4c3)C2=O)C1 (centres undefined) | -10 | 0 | -7 | -3 | nt | -14 | nt | -1
Cn1c(CNC(=O)c2ccccc2F)nnc1SCC(=O)Nc1nncs1 | 3 | -1 | 1 | 4 | 7 | -16 | 3 | 1
Cc1cc(NC(=O)CSc2nc(=O)cc(N)n2-c2ccc(C)c(C)c2)no1 | nt | nt | 10 | -1 | 7 | -9 | 0 | 0
CO[C@@H]1CN(C)C(=O)c2ccc(NS(C)(=O)=O)cc2OC[C@@H](C)N(CC2CCOCC2)C[C@@H]1C | -3 | 5 | -15 | -24 | nt | 4 | 2 | -1
Cc1ccc(NC(=O)NC2CCCCCCC2)cc1C | nt | -72 | 1 | 0 | nt | -51 | 1 | -8
O=S(=O)(NCc1ccco1)c1cnc(Cl)c(Br)c1 | 0 | 25 | 4 | 3 | -18 | -8 | -4 | 3
COc1cccc(NC(=O)CN(C)C(C)C(=O)Nc2ccc(C(C)=O)cc2)c1 (centres undefined) | nt | -6 | -7 | 4 | 11 | 9 | nt | 1
CCc1ccc(NC(=O)C2=CC=CN3CCS(=O)(=O)N=C23)cc1 | nt | -12 | -4 | 0 | -24 | -4 | -4 | 0
CCN(CC(=O)NCc1cccs1)C(=O)c1ccccc1F | nt | -17 | -1 | 3 | 14 | -24 | nt | 3
CO[C@@H]1CN(C)C(=O)c2cc(NC(C)=O)ccc2OC[C@@H](C)N(C(=O)C2CCC2)C[C@@H]1C | nt | -20 | -21 | -10 | -13 | -4 | 3 | -1

For convenience, part of the list above:
SMILES | PGC1a acetyl inh | EWS-Fli inh | FN deposit inh | S100A4 inh HTS | PAX8 inh HTS | LGR2 antag | PglD inh | ERAP1 HTS inh
Cn1c(CNC(=O)c2ccccc2F)nnc1SCC(=O)Nc1nncs1 | 3 | -1 | 1 | 4 | 7 | -16 | 3 | 1
Cc1cc(NC(=O)CSc2nc(=O)cc(N)n2-c2ccc(C)c(C)c2)no1 | nt | nt | 10 | -1 | 7 | -9 | 0 | 0
CO[C@@H]1CN(C)C(=O)c2ccc(NS(C)(=O)=O)cc2OC[C@@H](C)N(CC2CCOCC2)C[C@@H]1C | -3 | 5 | -15 | -24 | nt | 4 | 2 | -1
Cc1ccc(NC(=O)NC2CCCCCCC2)cc1C | nt | -72 | 1 | 0 | nt | -51 | 1 | -8
O=S(=O)(NCc1ccco1)c1cnc(Cl)c(Br)c1 | 0 | 25 | 4 | 3 | -18 | -8 | -4 | 3
COc1cccc(NC(=O)CN(C)C(C)C(=O)Nc2ccc(C(C)=O)cc2)c1 (centres undefined) | nt | -6 | -7 | 4 | 11 | 9 | nt | 1
CCc1ccc(NC(=O)C2=CC=CN3CCS(=O)(=O)N=C23)cc1 | nt | -12 | -4 | 0 | -24 | -4 | -4 | 0
CCN(CC(=O)NCc1cccs1)C(=O)c1ccccc1F | nt | -17 | -1 | 3 | 14 | -24 | nt | 3
CO[C@@H]1CN(C)C(=O)c2cc(NC(C)=O)ccc2OC[C@@H](C)N(C(=O)C2CCC2)C[C@@H]1C | nt | -20 | -21 | -10 | -13 | -4 | 3 | -1

Next part
SMILES | PGC1a acetyl inh | EWS-Fli inh | FN deposit inh | S100A4 inh HTS | PAX8 inh HTS | LGR2 antag | PglD inh | ERAP1 HTS inh
CSc1nnc(-c2ccccc2SC)o1 | 5 | -10 | 1 | -2 | -4 | -21 | nt | 12
O=C(Nc1ccccc1Br)C1CCN(C(=O)Cc2ccccc2)CC1 | nt | nt | -2 | nt | -1 | -3 | -4 | nt
O=C1Nc2ccccc2-n2nnnc2C1N1CCN(CCN2CCOCC2)CC1 (centres undefined) | nt | 1 | -2 | 1 | 18 | -8 | nt | -1
C[C@@H]1CCCCO[C@@H](CN(C)C(=O)c2ccccc2)[C@@H](C)CN([C@@H](C)CO)C(=O)c2cc(NC(=O)Cc3ccccc3)ccc2O1 | 0 | -8 | nt | 2 | -7 | -6 | -7 | -3
O=C(Cn1nc(-c2ccc3c(c2)OCCO3)ccc1=O)Nc1ccc(-n2cnnn2)cc1 | nt | 10 | -4 | -2 | -10 | -25 | nt | 1
C[C@@H]1CN([C@H](C)CO)S(=O)(=O)c2ccc(C#CC3(O)CCCC3)cc2O[C@@H]1CN(C)C(=O)c1ccncc1 | 12 | -3 | 7 | 7 | nt | 3 | -2 | -5
